# Assay outcomes (PubChem BioAssay)
# ATG4B inhibitor: ATG4B protease inhibitors, primary screen, biochemical, fluorescence, uHTS; Cysteine protease ATG4B (Homo sapiens), Q9Y4P1; ATG4B cleavage of LC3-PLA2, NBD-HPC fluorescence, 1 h; inhibition, % at 8.33 µM; hit rate 0.51% among 340,000; in the data active means inhibition above about 40%
# Target sequence (Q9Y4P1 whole entry, looked up): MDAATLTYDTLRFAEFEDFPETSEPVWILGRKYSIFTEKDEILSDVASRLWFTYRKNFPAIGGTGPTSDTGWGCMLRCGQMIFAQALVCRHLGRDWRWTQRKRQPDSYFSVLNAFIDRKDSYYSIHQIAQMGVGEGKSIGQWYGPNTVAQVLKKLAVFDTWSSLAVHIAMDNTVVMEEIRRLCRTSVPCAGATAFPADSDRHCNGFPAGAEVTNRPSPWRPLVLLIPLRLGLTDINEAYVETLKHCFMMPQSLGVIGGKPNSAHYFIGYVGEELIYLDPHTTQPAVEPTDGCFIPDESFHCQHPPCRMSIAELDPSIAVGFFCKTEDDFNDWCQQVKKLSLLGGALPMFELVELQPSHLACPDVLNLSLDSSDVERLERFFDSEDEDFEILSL
# hIAP activ: human IAP activators, primary screen, biochemical, luminescence, uHTS. Intestinal-type alkaline phosphatase (Homo sapiens), P09923. purified human IAP, CDP-Star luminescence, 30 min; hits give high values; 1 = vehicle-only enzyme, 0 = enzyme-free background. activation factor at 10 µM. hit rate 0.16% among 330,000;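 active means activation factor of the enzyme at least 2-fold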; further: the source names both 10 and 20 µM as test concentration; values of inactives mirror those of a sister screen read the other way
# Target sequence (P09923 whole entry, looked up): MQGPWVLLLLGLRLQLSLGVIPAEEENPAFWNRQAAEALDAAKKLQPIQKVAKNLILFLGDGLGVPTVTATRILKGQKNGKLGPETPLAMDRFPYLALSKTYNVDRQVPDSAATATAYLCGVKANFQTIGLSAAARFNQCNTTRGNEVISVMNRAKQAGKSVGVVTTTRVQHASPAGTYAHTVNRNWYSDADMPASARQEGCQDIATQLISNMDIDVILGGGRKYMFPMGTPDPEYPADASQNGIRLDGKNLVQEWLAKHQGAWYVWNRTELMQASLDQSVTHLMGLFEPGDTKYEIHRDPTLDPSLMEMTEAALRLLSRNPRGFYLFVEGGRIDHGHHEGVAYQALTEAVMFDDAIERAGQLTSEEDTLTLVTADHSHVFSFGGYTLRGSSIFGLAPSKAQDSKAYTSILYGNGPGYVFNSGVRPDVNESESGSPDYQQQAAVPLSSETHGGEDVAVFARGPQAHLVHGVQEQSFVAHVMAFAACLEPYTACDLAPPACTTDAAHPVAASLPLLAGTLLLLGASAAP
# Apaf-1 inh: inhibitors of human Apaf-1 apoptosome, primary screen, biochemical, DEVD-Rh110 fluorescence, uHTS | Apoptotic protease-activating factor 1 (Homo sapiens), O14727 | reconstituted apoptosome caspase-3 activity | inhibition, % at 20 µM | hit rate 0.71% among 330,000; active means inhibition of at least 40% at 20 µM;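 further: plate controls were DMSO wells for no effect and DEVD-CHO caspase inhibitor wells for full effect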
#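 detection = Rh110 fluorescence intensity | test system = biochemical Apaf-1 apoptosome reconstitution | also added = cytochrome c and DEVD-Rh110 substrate | schedule = 30 min plus 50 min, RT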
# tim10-1 inh: growth inhibitors of tim10-1 mutant yeast, primary screen, luminescence, uHTS; S. cerevisiae tim10-1 ts strain growth, BacTiter-Glo, 24 h; inhibition, % at 20 µM; hit rate 2.2% among 330,000;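 active means inhibition of at least 40%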;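 further: mutant grown at 25 °C; 0% = DMSO wells with yeast and 100% = wells holding no yeast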
# NALP3 yeast inh: NALP3 inflammasome inhibitors in reconstituted yeast, primary screen, luminescence, uHTS. Yeast reconstituted NLRP3/ASC/caspase-1, beta-gal luminescence, 24 h. inhibition, % at 10 µM. hit rate 0.39% among 330,000. AID 2825, 2010;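 active means inhibition of 50% or more; inactive means inhibition below 50%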;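 further: plate controls were induced DMSO wells for no effect and uninduced yeast grown without galactose for full effect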
# TIM10 inh: growth inhibitors of isogenic TIM10 control yeast, primary screen, counter-screen for tim10-1 yeast inhibitor project, luminescence, uHTS; S. cerevisiae TIM10 strain growth, BacTiter-Glo luminescence, 24 h; inhibition, % at 10 µM; hit rate 1.4% among 330,000; AID 463195, 2010;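 active means inhibition of 40% or more at the single tested concentration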;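 further: wild-type TIM10 isogenic control strain grown at permissive 25 °C; 0% = DMSO yeast wells and 100% = minimal medium wells without yeast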
# mIAP act: activators of mouse IAP, primary screen, biochemical, luminescence, uHTS; intestinal alkaline phosphatase [Mus musculus]; muIAP, CDP-Star luminescence, 30 min; hits give high values; 1 = vehicle-only enzyme signal, 0 = enzyme-free wells; activation factor at 10 µM; hit rate 0.24% among 330,000;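 active means activation factor of at least 2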; further: the source names both 10 and 20 µM as test concentration; values of inactives mirror those of a sister screen read the other way
#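 also added = chemiluminescent substrate CDP-Star | test system = mouse IAP enzyme | signal = chemiluminescence readout | compound = DMSO-dissolved test compounds | incubation = 30 min at room temperature | benchmarks = DMSO wells, no-enzyme wells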
# mIAP inh: inhibitors of mouse IAP, primary screen, biochemical, luminescence, uHTS. inhibition, % at 10 µM. intestinal alkaline phosphatase [Mus musculus]. AID 2806, 2010. hit rate 0.2% among 330,000. purified mouse IAP, CDP-Star luminescence, 30 min;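 active means inhibition of at least 40% at 10 µM in the primary screen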;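 further: plate controls were DMSO with enzyme for no effect and no enzyme wells for full effect; values of inactives mirror those of a sister screen read the other way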
# hIAP inh: human IAP inhibitors, primary screen, biochemical, luminescence, uHTS; Intestinal-type alkaline phosphatase (Homo sapiens), P09923; purified IAP, CDP-Star luminescence, 30 min; inhibition, % at 10 µM; hit rate 0.12% among 330,000; AID 2544, 2010;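 active means inhibition reaching a set limit with compound at 10 µM in the primary screen, cut at about 35% in these data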;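 further: plate controls were DMSO wells with enzyme for no effect and no-enzyme buffer wells for full effect; values of inactives mirror those of a sister screen read the other way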
# Starred values were filed as active, the others as inactive; x = not tested or not shown; & = joins results of further samples. Rows are unselected; 4.5% or so of the library scored in one or more.
SMILES,ATG4B inhibitor,hIAP activ,Apaf-1 inh,tim10-1 inh,NALP3 yeast inh,TIM10 inh,mIAP act,mIAP inh,hIAP inh
Cc1ccc(-n2nc(-c3cccnc3)cc2C(=O)N2CCOCC2)c(C)c1,-10,1.1,1,14,12,19,1,-3,-8
CCOC(=O)CSc1nc(C2CC2)nc2ccccc12,2,1.2,-1,40*,32,20,0.9,10,-22
CCOc1cc2[nH]c(=S)n(CCC(=O)N3CCc4ccccc4C3)c(=O)c2cc1OCC,-1,1,11,13,9,10,0.98,2,-1
COc1ccc2[nH]c3c(c2c1)CCN1C(=O)C(CC(=O)NCCCn2ccnc2)C[C@H](C(=O)N2CCOCC2)[C@@]31C (some centres undefined),x,x,24,-8,x,-8,1.1,-11,x
COc1ccc(NC(=O)CCC(=O)c2ccc(Cl)cc2)cn1,-7,0.91,3,5,25,0,0.95,5,9
O=C(COC(=O)c1cc[n+]([O-])cc1)Nc1ccc(Cl)c(C(F)(F)F)c1,-1,0.87,15,-1,-2,5,1,-1,13
CCCCNc1nc2c(S(=O)(=O)c3ccccc3)nnn2c2ccccc12,-4,0.89,-8,-12,4,-8,1.1,-6,11
O=C(COC(=O)c1ccccc1NCCO)NNC(=O)c1cccs1,1,0.99,1,4,5,7,0.94,6,1
CC(CC(=O)Nc1ccc2c(c1)OCCO2)c1ccccc1 (centres undefined),-7,1.1,7,31,21,7,1,-2,-8
O=C(N/N=C/c1cccs1)/C(=C/c1ccccc1)NC(=O)c1ccccc1,-8,1,-3,0,5,14,0.96,4,0
Cc1cc(C)[n+]2n1C(=O)C(c1ccccc1)=C2[O-],0&-3,0.85&1.1,2&-3,33&37,6&19,21&17,1&1.1,-2&-9,15&-12
O=C(CNC(=O)c1ccc(OC(F)F)cc1)NCc1ccccn1,-2,0.96,-3,-13,16,-3,0.95,5,4
CCC1(c2ccccc2)NC(=O)N(CC(=O)NNC(=O)c2ccc(F)cc2)C1=O (centres undefined),-6,1.1,1,-2,17,-4,0.91,9,-11
CCCCOCP(=O)(CC)COCCCC,-3,1.1,-2,-6,11,3,1,-1,-10
CC(C)Nc1nc(NC(C)C)nc(SCCOC(=O)Nc2ccc(Cl)cc2Cl)n1,17,1.1,6,33,12,17,0.94,6,-11
O=C(COC(=O)CCC(=O)c1cccs1)NC(=O)c1ccc(OC(F)F)cc1,-5,1,1,8,10,1,1,-2,0
Cc1c(C(=O)NC2CCCc3ccccc32)oc2ccc(S(=O)(=O)N3CCCCC3)cc12 (centres undefined),9,0.83,18,-9,7,1,0.96,4,16
CC(C#N)Sc1ncnc2sc3c(c12)CCC3 (centres undefined),49*,1,-9,8,26,18,0.94,6,-3
CCNC(=S)NNC(=O)c1cccnc1,-3,0.96,0,-25,0,-35,1.2,-22,4
Cc1ccc(C2=[N+]([O-])C3(CCCCC3=O)N(O)C2(C)C)cc1 (centres undefined),-8,1,10,14,13,0,0.97,3,0
O=C(O)c1cccc(COc2ccc3c(c2)CCC3)c1,0,1.1,7,2,18,-5,1.1,-6,-12
Cc1csc(SCC(=O)Nc2cc(C(C)(C)C)nn2-c2ccccc2)n1,-5,0.99,14,31,3,15,1.1,-6,1
COC(=O)CCCCCc1ccc(C(C)=O)s1,4,1.1,3,10,16,-21,1,0,-11
CC(C)NC(=O)C1CCN(C2CCN(C(=O)c3scc4c3CCCC4)CC2)CC1,-9,1.1,3,-5,16,-3,1,-2,-10
N#CCn1cc(/C=N/NC(=O)c2cc3c(ccc4ccccc43)o2)c2ccccc21,-19,0.83,-10,-6,-3,10,0.96,4,17
CC(C)(C)C(=O)Nc1ccc(N2CCCC2)cc1,2,0.89,-4,12,25,3,0.98,2,11
Cc1ccc(CCNC(=O)C2CCN(S(=O)(=O)c3ccc4nc5c(c(C(=O)O)c4c3)CCCC5)CC2)cc1,-6,0.98,0,17,7,3,0.97,3,2
Cc1c(NC(=O)CSc2nncn2-c2ccccc2)c(=O)n(-c2ccccc2)n1C,4,1.1,-7,14,7,-3,1,0,-6
CCN1C(=O)C2(C(C#N)=C(N)Oc3c2c(C)nn3-c2ccccc2)c2ccccc21 (centres undefined),-9,1.1,6,64*,0,33,0.97,3,-6
CCC(c1nnnn1C1CCCCC1)N1CCN(C2CCCC2)CC1 (centres undefined),0,1.1,4,-1,17,4,0.91,9,-13
O=C1C2C3CC(C2C(=O)N1c1cccc(Cl)c1)[C@H](O)C3O (some centres undefined),4,0.77,-26,-6,0,3,1.1,-8,23
O=C(Cn1cnnn1)NCc1ccccc1,-4,0.95,0,0,3,0,1,-2,5
O=C(Nc1nc2ccccc2s1)c1ccc(OCC2CCCO2)cc1 (centres undefined),-15,0.79,10,2,32,10,0.94,6,21
COc1ccc(NC(=O)c2cc([N+](=O)[O-])ccc2N2CCN(C)CC2)cc1,1,1.1,1,-3,-1,-7,1,-2,-13
CC1Cc2ccccc2N1C(=O)COC(=O)CSc1ccc(F)cc1 (centres undefined),3,1,20,0,3,-1,0.96,4,-2
CSc1nnc(-c2ccc(F)cc2)o1,-12,0.91,-2,-5,6,-14,1.1,-6,9
CC(C)c1cc(C(=O)N2CCCC(Nc3ccc(F)c(F)c3)C2)nc(N)n1 (centres undefined),9,1.2,-10,-3,8,-1,1,-1,-20
COc1ccccc1/C=N/n1nnnc1N,5,0.85,-1,-16,-5,-7,1,-4,15
O=C(CCc1nnc(CCCc2ccccc2)o1)NCC(F)(F)F,4,1.1,-5,7,-3,-10,1,-1,-10
N#C/C(=N\Nc1ccc(Cl)cc1)C(=N)N1CCCCCC1,2,0.98,5,6,16,-2,1,-2,2
COC(=O)C1CCN(C(=O)COC(=O)c2ccc3[nH]c4c(c3c2)CCCC4)CC1,-8,1,-1,35,23,15,0.99,0,-5
CCOC(=O)NC(=O)/C(C#N)=C/c1ccc(N(C)C)cc1,-2,1.1,-1,5,16,14,0.94,6,-10
CCn1c(COc2ccc(C)cc2)nnc1SCC(=O)Nc1ccc(S(N)(=O)=O)cc1,-9,0.79,8,12,15,8,1,-2,21
Cc1ccc(S(=O)(=O)C(CCC(=O)c2ccc(Cl)cc2)C(N)=O)cc1 (centres undefined),-5,0.94,6,19,-6,-17,1.1,-7,6
COc1cc(/C=C/C(=O)OCC(=O)NC(=O)NCc2ccco2)ccc1OC(F)F,-10,1,18,17,21,7,1,-2,-5
COc1ccc(CNC(=O)C2CCN(S(=O)(=O)c3cccc(C(F)(F)F)c3)CC2)cc1,-3,1.1,16,-8,2,-19,1.1,-9,-5
Nc1ccc(CN2CCOCC2)cc1,-1,1,-6,-8,13,-12,1,0,0
O=C(CN1C(=O)c2ccccc2S1(=O)=O)NC1CC2CCC1C2 (centres undefined),-10,1,7,-10,-2,11,1,-4,-4
COc1ccc(CCNC(=O)COc2ccc(S(=O)(=O)NCC(C)C)cc2Cl)cc1OC,-12,0.86,4,8,-9,9,1,-4,14
O=S(=O)(Nc1ncn[nH]1)c1ccc(Cl)cc1,7,1,-11,20,12,4,0.93,7,-3

# Whole records as entered above.
# Nc1ccc(CN2CCOCC2)cc1 as listed: ATG4B inhibitor = -1; hIAP activ = 1; Apaf-1 inh = -6; tim10-1 inh = -8; NALP3 yeast inh = 13; TIM10 inh = -12; mIAP act = 1; mIAP inh = 0; hIAP inh = 0
# COc1ccc(CCNC(=O)COc2ccc(S(=O)(=O)NCC(C)C)cc2Cl)cc1OC as listed: ATG4B inhibitor = -12; hIAP activ = 0.86; Apaf-1 inh = 4; tim10-1 inh = 8; NALP3 yeast inh = -9; TIM10 inh = 9; mIAP act = 1; mIAP inh = -4; hIAP inh = 14

# Next part.
SMILES,ATG4B inhibitor,hIAP activ,Apaf-1 inh,tim10-1 inh,NALP3 yeast inh,TIM10 inh,mIAP act,mIAP inh,hIAP inh
CC(NC(=O)c1ccc(-c2cc(C(F)(F)F)ccc2Cl)o1)c1ccccc1 (centres undefined),-3,1,17,17,4,2,0.99,1,0
Cc1cccc(NC(=O)CNC(=O)N2CC(=O)Nc3ccccc32)c1C,5,1.1,4,-4,2,-3,1.1,-5,-6
CCC1Sc2ccc(S(=O)(=O)CCC(=O)N3CCc4ccccc43)cc2NC1=O (centres undefined),9,1.1,16,-4,8,8,1.1,-7,-14
CCCCCCCOc1ccc(OC(=O)c2ccncc2)cc1,-1,1.3,-10,4,14,8,0.93,7,-26
Cc1occc1C(=O)N/N=C/c1c(O)ccc2ccccc12,-7,1.4,5,20,14,-18,0.88,12,-40
NS(=O)(=O)c1ccc(NC(=O)c2cc(=O)c3ccccc3o2)cc1,-16,1.1,14,-9,-13,-2,1,-2,-11
COc1cc(C(=O)NC(C)Cc2cccs2)cc(OC)c1OC (centres undefined),7,0.96,-17,10,-11,-2,0.95,5,4
CCOC(=O)CCn1nc(-c2ccc(C)cc2)c2ccccc2c1=O,10,0.94,10,18,23,33,0.96,4,6
COCCn1c(SCC(=O)NC(=O)NC(C)C)nc2ccccc21,-2,1.1,-8,3,1,5,0.99,1,-15
COc1ccccc1NS(=O)(=O)c1cc(C(=O)NCC(c2cccs2)N2CCOCC2)ccc1C (centres undefined),-14,0.99,24,-15,-5,-10,0.97,3,0
C=CCNC(=S)NNC(=O)CCC(O)COCCC(C)C (centres undefined),-5,1.6,-6,-6,10,6,0.91,10,-63
COc1ccc2c(c1)OC(O)(C(F)F)CC2=O (centres undefined),3,0.92,-9,-1,5,2,1,-4,8
COc1ccc(NC(=O)C2CCN(S(=O)(=O)c3cccc4nonc34)CC2)cc1,-3,1,0,-4,8,6,0.99,1,0
COc1cccc2c1OCC([C@@H]1C[C@H]3CN(Cc4cccc(Cl)c4)C(=O)[C@]34CCCN14)=C2,-5,1.2,30,9,9,-1,1.2,-19,-25
Cc1cc(=O)oc(C)c1C(=O)Nc1ccc(F)cc1,6,1.1,-21,-23,23,-7,0.98,2,-8
Cc1c(NC(=O)c2ccc(S(=O)(=O)N3CCOCC3)cc2)cccc1[N+](=O)[O-],-3,1,27,-9,16,-11,0.97,3,-4
CCCn1c(SCC(=O)N(C2CCCCC2)C2CCS(=O)(=O)C2)n[nH]c1=O (centres undefined),-3,0.94,-8,9,9,2,1,0,6
Cc1ccc(Nc2nc(C)cs2)cc1,-10,0.99,10,28,16,28,0.93,7,1
COc1ccc(NC(=O)C(=O)NCCN2CCN(C(=O)C(c3ccccc3)c3ccccc3)CC2)cc1,-21,1,13,19,3,3,1,-5,-2
COc1cccc(CNC(=O)C(=O)NCCC2CCCCN2S(=O)(=O)c2cccs2)c1 (centres undefined),-11,1,26,24,10,22,0.86,14,-2
COc1cccc(C(=O)O/N=C(\N)c2ccncc2)c1OC,1,0.97,-1,3,8,-2,1,-4,3
